Screening results as filed in PubChem BioAssay.
POLH inh: qHTS for Inhibitors of Polymerase Eta; AID 588591, 2011; DNA polymerase eta (Homo sapiens), Q9Y253; recombinant Pol eta, fluorescent DNA replication assay; hit rate 1.2% among 390,000; Potency, µM (highest dose often 114 µM), for inactives: top-dose activity change, negative = inhibition, hits mostly inhibitors; note: % is set by controls: 0 for no effect and ±100 for the full control effect
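Pol eta at 10 nM preincubated with compounds 15 min at room temperature; reaction started with fluorescent substrate (50 nM final) and read kinetically at 0 and 10 min.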
POLI inh: qHTS for Inhibitors of Polymerase Iota. DNA polymerase iota (Homo sapiens), Q9UNA4. Pol iota fluorescent replication assay, 10 min. Potency, µM (doses to about 115 µM), for inactives: at the top dose activity, negative = inhibition, usual class: inhibitors. hit rate 1% among 390,000. AID 588590, 2011
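Pol iota at 10 nM preincubated 15 min with compounds at room temperature; reaction started with fluorescent substrate, 50 nM final. Fluorescence read kinetically at 0 and 10 min; buffer-only wells as negative control.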
Pol beta inh: qHTS Assay for Inhibitors of DNA Polymerase Beta. P06746. Pol beta primer extension/strand displacement, fluorescence kinetic. Potency, µM (series often up to 114 µM), for the others: at the highest dose activity change, negative = inhibition, hits mostly inhibitors. hit rate 1.3% among 340,000; note: % is set by controls: 0 for no effect and ±100 for the full control effect
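Curves were derived by four-parameter Hill fits of normalized qHTS data. The kinetic fluorescent primer-extension read was taken at 0 and 10 min after 50 nM substrate, following a 15 min room-temperature preincubation of 10 nM enzyme with compounds.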
JMJD2A Tudor: qHTS Assay for Inhibitors of JMJD2A-Tudor Domain; Lysine-specific demethylase 4A (Homo sapiens), O75164; AlphaScreen JMJD2A-Tudor / H3K4me3 peptide binding; Potency, µM (top dose mostly 114 µM), for the others: at the highest dose activity change, negative = inhibition, most hits filed as inhibitors; hit rate 4.4% among 390,000; AID 504339, 2011; note: % is set by controls: 0 for no effect and ±100 for the full control effect; nearly all actives have a fitted effect of over 50% in size
BAZ2B block: qHTS Assay for Inhibitors of BAZ2B. Potency, µM (series often up to 114 µM), for the others: top-dose activity change, negative = inhibition, most hits filed as inhibitors. hit rate 4.4% among 360,000. AID 504333, 2011. AlphaScreen BAZ2B-H3K14Ac peptide displacement. Bromodomain adjacent to zinc finger domain protein 2B (Homo sapiens), Q9UIF8; note: % is set by controls: 0 for no effect and ±100 for the full control effect; nearly all actives have a fitted effect of over 60% in size
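AlphaScreen displacement of biotin-H3(5-23)K14Ac peptide (50 nM final) from BAZ2B (50 nM final) in PBS pH 7.4, 0.01% Tween-20; complex preformed 30 min RT, then compounds (top 110 uM) 30 min RT, beads 20 min dark.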
APEX1 inh: qHTS Assay for Inhibitors of the Human Apurinic/apyrimidinic Endonuclease 1 (APE1) | Potency, µM (titrated, usually from 65.8 µM), for inactives: at the top dose activity change, negative = inhibition, usual class: inhibitors | hit rate 0.35% among 350,000 | recombinant APE1, TAMRA/BHQ-2 abasic DNA cleavage fluorescence | AID 2517, 2012;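 note: plate controls were vehicle for no effect and reference inhibitor for full effect; nearly all actives have a fitted effect of over 55% in size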
Target sequence (P27695 whole entry, looked up): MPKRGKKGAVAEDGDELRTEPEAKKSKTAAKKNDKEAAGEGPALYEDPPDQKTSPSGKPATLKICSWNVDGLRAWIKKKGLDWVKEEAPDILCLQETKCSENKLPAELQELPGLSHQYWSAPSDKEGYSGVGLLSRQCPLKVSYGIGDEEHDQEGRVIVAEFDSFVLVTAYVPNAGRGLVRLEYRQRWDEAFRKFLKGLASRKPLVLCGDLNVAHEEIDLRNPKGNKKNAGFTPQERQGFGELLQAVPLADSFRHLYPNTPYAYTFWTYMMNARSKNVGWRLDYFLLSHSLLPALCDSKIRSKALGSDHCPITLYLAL
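Endonuclease cleavage of a quenched abasic-site DNA duplex (50 nM) by APE1 (0.75 nM) was tracked by TAMRA dequenching. Compounds were preincubated with enzyme 15 min at room temperature; data normalized to buffer-only and DMSO wells plus NSC13755 control.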
POLK inh: qHTS for Inhibitors of Polymerase Kappa; DNA polymerase kappa (Homo sapiens), Q9UBT6; Potency, µM (doses to about 107 µM), for the others: at the top dose activity, negative = inhibition, hits mostly inhibitors; hit rate 0.53% among 400,000; purified Pol kappa, fluorescent DNA synthesis assay, 10 min; note: % is set by controls: 0 for no effect and ±100 for the full control effect
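Kinetic fluorescence screen: compound preincubated 15 min RT with 10 nM enzyme; 50 nM substrate (final) initiates; reads at 0/10 min.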
BLM helicase inh: qHTS Assay for Inhibitors of Bloom's syndrome helicase (BLM); RecQ-like DNA helicase BLM (Homo sapiens), P54132; AID 2528, 2010; Potency, µM (top dose mostly 56.1 µM), inactives show at the highest dose activity change, negative = inhibition, actives largely listed as inhibitors; recombinant BLM DNA unwinding, fluorescence dequenching; hit rate 0.2% among 350,000;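 note: plate controls were vehicle for no effect and no enzyme for full effect; nearly all actives have a fitted effect of over 35% in size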
G9a block: qHTS Assay for Inhibitors of Histone Lysine Methyltransferase G9a | G9a H3K9 monomethylation, AlphaScreen, 2 h | Potency, µM (top dose mostly 102 µM), for the others: top-dose activity, negative = inhibition, usual class: inhibitors | Histone-lysine N-methyltransferase EHMT2 (Homo sapiens), Q96KQ7 | AID 504332, 2011 | hit rate 8.8% among 350,000; note: % is set by controls: 0 for no effect and ±100 for the full control effect; nearly all actives have a fitted effect of over 75% in size
Target sequence (Q96KQ7 913-1193 limits assumed): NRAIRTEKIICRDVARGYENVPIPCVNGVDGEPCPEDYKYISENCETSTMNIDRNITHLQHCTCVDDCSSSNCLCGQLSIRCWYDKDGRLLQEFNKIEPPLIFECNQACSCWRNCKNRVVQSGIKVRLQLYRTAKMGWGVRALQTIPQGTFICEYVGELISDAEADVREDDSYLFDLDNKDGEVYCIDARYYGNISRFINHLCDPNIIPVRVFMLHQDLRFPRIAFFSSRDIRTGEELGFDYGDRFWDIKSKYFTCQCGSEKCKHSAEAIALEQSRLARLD
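Methyltransferase reactions run at room temperature for 2 h (20 nM enzyme, 500 nM biotin-H3K9 peptide, 20 uM SAM) after a 15 min compound preincubation; product detected by AlphaScreen beads and anti-H3K9me1 antibody.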
An asterisk follows results filed as active; u = inconclusive; x = not tested or not shown; [ ] = remark or other dose. Calls come from the whole dose curve; as a rule, active = well fitted curve in the direction sought with a large enough effect; inconclusive = small, poorly fitted or top-dose-only effect, or another doubt; inactive = no such curve, though single readings can be large; an effect the other way counts as inactive or inconclusive. Potency is the fitted concentration of half-maximal effect.

Codes: A = POLH inh; B = POLI inh; C = Pol beta inh; D = JMJD2A Tudor; E = BAZ2B block; F = APEX1 inh; G = POLK inh; H = BLM helicase inh; I = G9a block
O=C(O)CCCN1C(=O)C2C3CCC(O3)C2C1=O (stereo not given)
  A = -13%; B = 30%; C = 62%; D = -11%; E = 5%; F = 5%; G = 4%; H = 1%; I = 4%[59 µM]

CCOc1cccc2c1OC1(CCCCC1)N1N=C(c3cccnc3)CC21 (stereo not given)
  A = -23%; B = 12%; C = 49%; D = -10%; E = 10%; F = 0%; G = -15%; H = -1%; I = u

O=C(NCCc1ccccc1)c1cccc2c1C(=O)c1ccc(N3CCOCC3)cc1S2(=O)=O
  A = -2%; B = 7%; C = x; D = -12%; E = x; F = -14%; G = 1%; H = x; I = x

Cn1cc(CCC(=O)NC2CC2)c2ccccc21
  A = -4%; B = 19%; C = 82%; D = -19%; E = 2%; F = 20%; G = -24%; H = -3%; I = u

COc1cc2ccccc2cc1C(=O)Nc1ccc(CN2CCOCC2)cc1
  A = -20%; B = 81%[activator]; C = 3%; D = -18%; E = -15%; F = 7%; G = 2%; H = -5%; I = u

COC(=O)c1ccc(NC(=O)CC2C(=O)N(c3ccccc3)C(=O)N2C2CCCC2)cc1 (stereo not given)
  A = -25%; B = 4%; C = -2%; D = -10%; E = 3%; F = x; G = -6%[60.1 µM]; H = 3%; I = -40%[59 µM]

COc1ccc(Nc2oc(/C=C/c3ccc(F)cc3)nc2C#N)cc1
  A = x; B = 26%; C = 30%; D = -29%; E = -25%; F = x; G = 6%; H = 2%; I = -19%[59 µM]

Cc1nc(SCC(=O)NC(=O)NCCC(C)C)c2c(-c3cccs3)csc2n1
  A = u; B = 10%; C = 3%; D = -8%; E = -24%; F = 0%; G = -10%; H = -8%; I = 27%[59 µM]

Cc1ccc(Cn2nnc3sc4c(c3c2=O)CCC(C)C4)cc1 (stereo not given)
  A = -7%; B = -12%; C = 10%; D = -3%; E = -2%; F = x; G = -10%; H = -2%; I = 8%[59 µM]

O=C(/C=C\c1ccc2c(c1)OCO2)Nc1c2c(nn1-c1ccc(Cl)cc1)CSC2
  A = -1%; B = 18%; C = -16%; D = -11%; E = -3%; F = -3%; G = 14%; H = -1%; I = 25%

COc1ccc([N+](=O)[O-])cc1N(CC(O)CN1CCCC1)S(=O)(=O)c1ccc(C)cc1 (stereo not given)
  A = -14%; B = 55%[activator]; C = -1%; D = -30%; E = -14%; F = 0%; G = -4%; H = 1%; I = 0%

O=C(C[C@@H]1C/C=C/CC[C@@H](Cc2ccc(F)cc2)C(=O)O[C@@H](c2ccccc2)CNC1=O)NCCO
  A = -17%; B = 23%; C = x; D = -13%; E = x; F = 13%; G = 0%; H = x; I = x

O=C(Nc1ccccc1-c1nnn(CC(=O)N2CCCc3ccccc32)n1)c1cccc(Cl)c1
  A = -4%; B = 5%; C = x; D = 5%; E = x; F = x; G = -3%; H = x; I = x

Cc1cc(C)cc(NC(=O)C(=S)NCc2ccccc2)c1
  A = -17%; B = 25%; C = 18%; D = 3%; E = 6%; F = -8%; G = 0%; H = -3%; I = x

Cc1ccc(C(=O)N2CCN(c3ccc(NC(=O)c4cccnc4)cc3)CC2)cc1
  A = -12%; B = 21%; C = -7%; D = -10%; E = -38%; F = -10%; G = -19%; H = -1%; I = -37%[12.7 µM]

Cc1c(O)c(CN2CCCC2)cc2c1oc(=O)c1ccccc12
  A = 3%; B = -2%; C = 11%; D = u; E = 7%; F = -1%; G = -3%; H = 1%; I = 22µM*

Cc1cc(C)cc(NC(=O)C2CCN(S(=O)(=O)c3c(C)noc3/C=C/c3ccco3)CC2)c1
  A = -2%; B = 13%; C = 13%; D = -22%; E = x; F = x; G = 2%; H = -1%; I = 1%[59 µM]

CC[C@H](C)[C@@H](C(=O)N1CCNCC1)n1cc([C@@H](N)CO)nn1
  A = 2%; B = 3%; C = 0%; D = -25%; E = u; F = -1%; G = -6%; H = 3%; I = u

Cc1cc(O)c2c(-c3ccccc3)cc(=O)oc2c1
  A = -10%; B = 21%; C = 18%; D = -10%; E = 1%; F = -1%; G = -1%; H = -2%; I = u

Cc1ccccc1Cn1cc(CCC(=O)NCc2cccc(Br)c2)c2ccccc21
  A = -16%; B = -5%; C = 14%; D = -11%; E = u; F = x; G = -10%; H = -7%; I = -28%[59 µM]

Brought forward from above: 3 compounds, then new ones.
Codes: A = POLH inh; B = POLI inh; C = Pol beta inh; D = JMJD2A Tudor; E = BAZ2B block; F = APEX1 inh; G = POLK inh; H = BLM helicase inh; I = G9a block
CC[C@H](C)[C@@H](C(=O)N1CCNCC1)n1cc([C@@H](N)CO)nn1
  A = 2%; B = 3%; C = 0%; D = -25%; E = u; F = -1%; G = -6%; H = 3%; I = u

Cc1cc(O)c2c(-c3ccccc3)cc(=O)oc2c1
  A = -10%; B = 21%; C = 18%; D = -10%; E = 1%; F = -1%; G = -1%; H = -2%; I = u

Cc1ccccc1Cn1cc(CCC(=O)NCc2cccc(Br)c2)c2ccccc21
  A = -16%; B = -5%; C = 14%; D = -11%; E = u; F = x; G = -10%; H = -7%; I = -28%[59 µM]

C[C@]12C=CC(=O)C=C1CC[C@@H]1[C@H]3C[C@@H](O)[C@](O)(C(=O)CO)[C@@]3(C)C[C@H](O)[C@]12F
  A = x; B = x; C = x; D = x; E = x; F = 2%[21 µM]; G = -3%[12 µM]; H = 3%[21.4 µM]; I = 6%[21.5 µM]

CN(N)C(=S)Nc1ccc(Cl)cc1
  A = -13%; B = 107%[activator]; C = 18%; D = 1%; E = -31%; F = -7%; G = -10%; H = -4%; I = 16µM*

Cc1cc(C)n2nc(CNS(=O)(=O)c3ccccc3)nc2n1
  A = -10%; B = 15%; C = u; D = -18%; E = 5%; F = x; G = -12%; H = 0%; I = -4%[59 µM]

Nc1ccc(C(=O)N2CCN(S(=O)(=O)c3ccc(Cl)cc3)CC2)cc1[N+](=O)[O-]
  A = -25%; B = u; C = x; D = -31%; E = -29%; F = -12%; G = u; H = x; I = u

CCCc1cc2c(cc1NS(=O)(=O)c1ccc(CCNC(C)=O)cc1)OCO2
  A = -15%; B = 12%; C = 0%; D = -14%; E = -23%; F = -1%; G = -13%; H = -1%; I = -4%[59 µM]

Cc1nc2ccccc2c2oc(C(=O)NCCCN3CC(C)CC(C)C3)cc12 (stereo not given)
  A = 6%; B = u; C = 6%; D = -6%; E = -1%; F = 9%; G = -10%; H = 48%[activator]; I = 21%

COc1ccc(/C=N/Nc2nnc(Cc3ccccc3)c(=O)[nH]2)cc1
  A = -1%; B = 3%; C = 8%; D = -11%; E = -6%; F = 0%; G = -11%; H = -2%; I = x

CC1CCCCN1C(=O)CSc1nc2ccsc2c(=O)n1Cc1ccccn1 (stereo not given)
  A = 5%; B = 28%; C = 11%; D = -6%; E = -2%; F = 25%; G = 2%; H = 0%; I = x

O=C(Nc1ccc(Br)c2cccnc12)c1ccc(Cn2cc([N+](=O)[O-])cn2)o1
  A = -6%; B = u; C = -11%; D = -24%; E = -9%; F = -2%; G = -10%; H = -6%; I = -13%

Nc1nn(-c2ccccc2)c(N)c1N=Nc1ccccc1F
  A = -8%; B = 185%[activator]; C = 1%; D = u; E = 35µM*; F = 11%; G = -16%; H = -6%; I = u

CC(=O)C1=C(O)C(=O)N(Cc2cccnc2)C1c1ccc(O)cc1 (stereo not given)
  A = 11%; B = 58%[activator]; C = -12%; D = -20%[11.4 µM]; E = 79µM*; F = 0%; G = -16%; H = -1%; I = 50µM*

Cc1cc(NC(=O)CSc2nc(N)c(NC(=O)c3ccccc3F)c(=O)[nH]2)no1
  A = -4%; B = -1%; C = 20%; D = 3%; E = u; F = 59%[activator]; G = 2%; H = 1%; I = -14%

CCCCc1c(O)nc(SC2CC(=O)N(c3ccc(C(=O)OCC)cc3)C2=O)[nH]c1=O (stereo not given)
  A = -16%; B = u; C = 0%; D = -11%; E = u; F = 0%; G = -5%; H = 4%; I = x

C/C(Nc1ccc(C)cc1)=C(/C#N)C(N)=O
  A = -15%; B = 10%; C = 1%; D = 1%; E = 10%; F = 5%; G = -14%; H = -4%; I = 27%

COc1cccc(OCC(=O)NNC(=O)CCc2ccccc2)c1
  A = -20%; B = 17%; C = 8%; D = -6%; E = 4%; F = 8%; G = -4%; H = -5%; I = 20%

O=C(O)CCC(=O)N1CCc2cc(S(=O)(=O)NCc3ccc(F)cc3)ccc21
  A = -4%; B = 15%; C = -5%; D = -7%; E = -16%; F = x; G = -13%; H = -3%; I = -41%[59 µM]

O=C(CSc1ccc(Cl)cc1)Nc1ccccc1N1CCN(C(=O)c2ccccc2)CC1
  A = -4%; B = -2%; C = 4%; D = -29%; E = -32%; F = -4%; G = -26%; H = -4%; I = -11%

COc1ccc(CNC(=O)c2cc3c(-c4ccccc4F)nn(C)c3s2)cc1
  A = -17%; B = 85%[activator]; C = -1%; D = -8%; E = x; F = x; G = 1%; H = -4%; I = -1%[59 µM]

CCCCN1C(=O)C(O)(c2c(C)[nH]c3ccccc23)c2ccccc21 (stereo not given)
  A = -10%; B = -14%; C = -2%; D = -25%; E = -27%; F = x; G = -8%; H = -5%; I = 8%[59 µM]

CC1CCC(NS(=O)(=O)c2ccc(N3CCCC3=O)cc2)CC1 (stereo not given)
  A = -15%; B = 28%; C = 1%; D = -21%; E = -17%; F = -1%; G = -1%; H = -1%; I = 24%

Cc1cc(C)c(C(=O)CC2(O)C(=O)Nc3ccccc32)cc1C (stereo not given)
  A = -15%; B = 4%; C = 16%; D = 0%; E = 2%; F = 0%; G = 5%; H = -3%; I = 7%

COc1ccc(CCN(C)C(=O)c2ccc3c(=O)n4c(nc3c2)CCCCC4)cc1OC
  A = -13%; B = 31%[activator]; C = x; D = -5%; E = x; F = 0%; G = 0%; H = x; I = x

O=C(CN1CCC(NC(=O)c2ccc(F)cc2)CC1)NCc1ccccc1F
  A = -6%; B = -3%; C = 19%; D = -12%; E = 4%; F = 14%; G = -3%; H = -1%; I = 25%[12.7 µM]

Some of the compounds tested. The share of hits here may be higher or lower than overall.
